Bioassay records: PubChem, Broad Institute
XiGFP reactiv – reactivates the inactive X chromosome in mouse fibroblasts; XiGFP mouse fibroblasts, % GFP-positive cells imaging, 3 d; cells co-treated with 5-aza-dC sensitizer; scaled so ellipticine positive control = 100%; activation, % at 7.58 µM; actives 0.055% (n = 360,000);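 active = mean normalized replicate activation at least 10% and every replicate at or above 10%; inconclusive = only one of the two criteria met; inactive = mean below 10% and not all replicates reach 10%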;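 also: 0% = median of on-plate neutral control wells and 100% = ellipticine 6 µM median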
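Material: XiGFP fibroblasts, SV40-immortalized; Buffer or medium: DMEM containing 5-aza-dC; Compound dosing: single point; Times: 3 days compound exposure.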
RAD52 inh – blocks human RAD52 DNA annealing. P43351. recombinant RAD52 DNA annealing, FRET fluorescence. actives 0.46% (n = 360,000). inhibition, % at 18.7 µM;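 active = every replicate showing at least 50% inhibition; inconclusive = mean inhibition at least 50% but not in every replicate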
RAD54 branch – RAD54 (human) branch migration inhibition; Q92698; RAD54 Holliday junction branch migration, FAM/BHQ fluorescence; inhibition, % at 10.4 µM; actives 0.14% (n = 360,000); AID 602329;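 active = mean normalized replicate activity at least 40 and at least half of replicates scoring 40 or more; inconclusive = only one of the two criteria met; inactive = mean below 40 and under half of replicates reaching 40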;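 also: 0% = median of neutral control wells and 100% = median of positive control wells; inhibitors cause a drop in the FAM fluorescence signal; in these data hits start at about 50%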
S100A4 inh HTS – inhibitors of human S100A4 binding to myosin IIA peptide. P26447. actives 0.14% (n = 360,000). S100A4/TAMRA-MyoIIA peptide fluorescence polarization. inhibition, % at 10.7 µM. AID 652163;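 active = mean inhibition of at least 70% across replicates, with every replicate also reaching that level; inconclusive = mean inhibition reaches 70% but some replicates fall short; inactive = mean inhibition below 70%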
Target sequence (P26447 whole entry, looked up): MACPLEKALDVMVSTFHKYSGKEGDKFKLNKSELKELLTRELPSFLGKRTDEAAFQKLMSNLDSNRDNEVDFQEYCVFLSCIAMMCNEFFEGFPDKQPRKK
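Test system – S100A4 monomer (human) · Compound – single-point compound testing · Schedule – 5 min incubation before reading · Probe or stimulus – TAMRA-labelled myosin IIA heavy-chain peptide probe, 5 nM · Benchmarks – neutral control DMSO, positive control TFP · Medium – Calcium-containing HEPES buffer, pH 7.2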
esBAF inh – inhibitors of esBAF chromatin remodeling in mouse ES cells. actives 2% (n = 350,000). reporter increase, % at 12.5 µM. Bmi1-luciferase knock-in reporter, 24 h; 100% = twice the neutral-well signal; in the data active = activation above about 40%; inconclusive = no clear call, values can overlap the other calls;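 also: 0% = median of the plate's neutral control wells and 100% = double that signal; a rise in the Bmi1 reporter signal indicates esBAF inhibition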
E-selectin induc – induces E-selectin expression in human endothelial cells; HUVEC E-selectin immunofluorescence imaging; normalized: neutral wells 0, TNF-alpha wells 100; activation, % at 7.58 µM; actives 0.37% (n = 260,000); AID 686992;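 active = mean E-selectin-positive cell signal at least 10% of the positive control, reached in at least 60% of replicates, without over 20% cell loss; inconclusive = no rule given, readout overlaps actives, possibly toxicity-flagged; inactive = the rest, including those meeting only one limit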;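 also: in these data hits start at about 27%; measured in HUVEC primary endothelial cells; signal is the percent of cells scored E-selectin positive by PE staining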
Target sequence (P16581 whole entry, looked up): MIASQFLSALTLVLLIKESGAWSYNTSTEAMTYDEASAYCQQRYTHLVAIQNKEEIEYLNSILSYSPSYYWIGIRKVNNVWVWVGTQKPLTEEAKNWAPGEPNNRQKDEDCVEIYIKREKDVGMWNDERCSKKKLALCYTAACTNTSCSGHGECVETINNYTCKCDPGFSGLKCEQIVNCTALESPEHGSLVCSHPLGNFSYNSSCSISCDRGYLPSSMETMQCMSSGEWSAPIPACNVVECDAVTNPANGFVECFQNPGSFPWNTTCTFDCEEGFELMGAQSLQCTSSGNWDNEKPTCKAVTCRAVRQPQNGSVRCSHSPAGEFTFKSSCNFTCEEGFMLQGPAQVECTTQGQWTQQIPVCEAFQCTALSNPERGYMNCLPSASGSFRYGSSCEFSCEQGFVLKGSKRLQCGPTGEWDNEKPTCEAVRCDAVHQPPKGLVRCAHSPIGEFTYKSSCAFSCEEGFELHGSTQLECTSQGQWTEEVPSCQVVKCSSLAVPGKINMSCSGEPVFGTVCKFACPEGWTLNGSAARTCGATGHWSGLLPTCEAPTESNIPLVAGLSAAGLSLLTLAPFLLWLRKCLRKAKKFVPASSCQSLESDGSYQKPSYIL
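Test system – human umbilical vein endothelial cells (HUVEC), E-selectin induction · Input – 3,000 HUVEC seeded per well · Buffer or medium – EGM-2, gelatin · Compound dosing – single-point compound dose · Detection – immunofluorescence imaging · Measure – percent E-selectin-positive cells · Controls – TNF-alpha high, DMSO low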
FN deposit inh – fibronectin deposition inhibition; AH1F fibroblasts, Alexa488-fibronectin deposition fluorescence, overnight; AID 743247; inhibition, % at 12.6 µM; actives 0.086% (n = 350,000);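 active = mean inhibition across replicates of 30% or more, regardless of how many single replicates reach that level; inconclusive = mean under 30% yet at least half of replicates reach 30%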;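 also: positive control wells lacked labelled fibronectin entirely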
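test system = AH1F fibroblasts assembling fluorescent fibronectin matrix | quantity = 10000 AH1F cells per well | buffer or medium = DMEM plus 2% serum, read in PBS | doses = single dose, pinned | incubation = 1 h cell attachment, overnight exposure to compound and label | detection = fluorescence at 485 nm excitation, 525 nm emission | read-out basis = inhibition from reduced deposited-fibronectin fluorescence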
EWS-Fli inh – EWS/Fli transcriptional activity inhibition; A673 NR0B1-luciferase reporter, viability-normalised; inhibition, % at 12.6 µM; actives 0.67% (n = 350,000); AID 651661;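 active = mean inhibition of at least 50% after viability correction, with every replicate also passing that limit; inconclusive = mean reaches 50% but only one of two replicates passes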;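 also: firefly luciferase signal divided by Alamar Blue viability fluorescence both relative to DMSO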
The depositor's hits bear a star; ? = inconclusive; nt = not tested or not shown.

SMILES | XiGFP reactiv | RAD52 inh | RAD54 branch | S100A4 inh HTS | esBAF inh | E-selectin induc | FN deposit inh | EWS-Fli inh
CN(C)CCCNC(=O)C[C@@H]1CC[C@@H]2[C@H](COc3ccc(NC(=O)c4ccc5c(c4)OCO5)cc3C(=O)N2C)O1 | 0.0 | 1 | 4 | 7 | 11 | 0.0 | -6 | -21
CCCN1C[C@@H](C)[C@H](OC)CN(C)C(=O)c2ccc(NC(=O)c3cnccn3)cc2OC[C@@H]1C | 0.2 | -19 | 4 | -10 | -5 | -0.2 | 10 | -1
N#Cc1ccc(-c2cccs2)nc1SCc1cccnc1 | 1.0 | -19 | -6 | 16 | nt | nt | -9 | 54*
CCOC(=O)C1=C[C@@H](C)N(S(=O)(=O)c2ccc(C)cc2)[C@H]1c1ccccc1 | 0.1 | -7 | 6 | -6 | -1 | -0.3 | 10 | 2
CCCNC(=O)C1(C)CCN(Cc2ccc(-c3ccccc3)o2)C1 (stereo unspecified) | 0.0 | -69 | -5 | 0 | 4 | 0.0 | 2 | -5
CC(C)(C)c1ccc(NC(=O)NC2CCCc3ccccc32)cc1 (stereo unspecified) | 0.1 | -1 | 3 | -2 | 2 | 0.6 | 6 | -4
CC1SCC(=O)N(CC(=O)Nc2ccc3c(c2)OCCO3)C1=O (stereo unspecified) | 0.1 | -6 | nt | -1 | nt | nt | nt | 7
COc1cc(C(=O)O/N=C2\C=CC(=O)C=C2C)cc(OC)c1OC | 0.4 | -2 | nt | -1 | nt | nt | 8 | 9
Cc1ccc(S(=O)(=O)Nc2cccc3c2O[C@H](CN(C)C(=O)Nc2ccc4c(c2)OCO4)[C@@H](C)CN([C@@H](C)CO)C3=O)cc1 | -0.9 | -5 | -18 | 4 | 30 | -0.2 | nt | -71
CCn1c(=O)c(C(=O)CN2CCN(Cc3ccc4c(c3)OCO4)CC2)c(N)n(Cc2ccccc2)c1=O | 0.2 | -6 | nt | -1 | -9 | nt | -1 | 1
Cc1ccc(OCCOC(=O)c2nc3nccc(C)n3n2)cc1 | 0.1 | -11 | nt | 2 | nt | nt | 1 | 3
CN(Cc1nccs1)C(=O)C1CCC(=O)N(CCCc2ccccc2)C1 (stereo unspecified) | 0.0 | -16 | -7 | -2 | 4 | nt | -4 | -4
N#Cc1cnn(-c2ccccc2)c1NC(=O)CN1CCOCC1 | -0.2 | -5 | 0 | -1 | -2 | 2.6 | -13 | 7
CCCN1C[C@H](C)[C@H](OC)CN(C)C(=O)c2cc(NC(=O)c3ccno3)ccc2OC[C@@H]1C | 0.1 | 1 | -8 | -41 | -4 | 0.2 | -28 | -1
CC1Cc2ccccc2N1CC(=O)N(C)c1c(N)n(Cc2ccccc2)c(=O)[nH]c1=O (stereo unspecified) | 0.1 | -36 | -8 | -7 | -2 | nt | 3 | -1
COc1ccccc1NC(=O)CSc1nnc(C)n1CC1CCCO1 (stereo unspecified) | nt | -14 | -3 | 0 | 6 | nt | nt | nt
c1cc2cc(CNc3nc(NCC4CC4)nc4ccsc34)ccc2o1 | -0.1 | -6 | -7 | -2 | -11 | -0.2 | 6 | 31
CCOc1cc(NC(=S)NCCCN2CCOCC2)c(OCC)cc1NC(=O)c1ccc(C)cc1 | -0.8 | -9 | nt | -13 | nt | nt | nt | 1
CC(Oc1ccccc1)C(=O)N=C1SC2CS(=O)(=O)CC2N1c1ccc(F)cc1 (stereo unspecified) | 0.2 | -8 | -4 | -4 | -6 | nt | -11 | 9
CC(C)Oc1ccc(C2CC(=O)N(c3cccc(/C=C/C(=O)O)c3)C2=O)cc1 (stereo unspecified) | -0.1 | -16 | -2 | 4 | 9 | 0.0 | -8 | 5
CC(C)(SC(=S)N1CCCCCC1)C(=O)O | 0.0 | -22 | nt | 1 | nt | 7.8 | 1 | 11
Cc1ccc(F)c(S(=O)(=O)NC(=O)C2(C)CCN2C(=O)c2ccc(C(F)(F)F)nc2C)c1 (stereo unspecified) | 0.0 | -18 | -6 | 2 | -1 | -0.5 | -5 | -10
O=C(Oc1ccccc1)n1c(=S)oc2ccccc21 | 0.0 | -23 | nt | -6 | nt | nt | 15 | 5
O=C(C1CCC1)N1CC2(C1)[C@H](c1ccccc1)[C@@H](CO)N2C(=O)CC1CC1 | 0.0 | -19 | nt | 5 | nt | -0.2 | nt | 0
CNC(=O)C1CCN(S(=O)(=O)c2c(C)noc2/C=C/N(C)C)CC1 | -0.1 | -278 | -23 | -2 | 1 | -0.1 | 4 | nt
COc1ccc(NS(=O)(=O)c2cccc(C(=O)OCC(=O)NC3CC3)c2)cc1 | 0.0 | -17 | 2 | -3 | nt | -0.1 | -5 | 7
CC(=O)OC[C@@H]1CN(Cc2ccccc2)C[C@H](n2cnc3c(NCC(C)C)ncnc32)O1 | 0.1 | -17 | -9 | 0 | 3 | -0.3 | 8 | 1
Cc1ccccc1N1CCN(C2CCCN(C(=O)c3csc(C(C)C)n3)C2)CC1 (stereo unspecified) | 0.0 | -2 | -7 | -3 | -2 | 8.5 | 7 | 16
Cc1noc(C)c1S(=O)(=O)Nc1ccc2c(c1)C(=O)N([C@@H](C)CO)C[C@@H](C)[C@@H](CN(C)Cc1ccncc1)OCCCC[C@H](C)O2 | 0.1 | 6 | 0 | ? | 1 | 0.0 | nt | 6
C[C@H]1CN([C@@H](C)CO)C(=O)c2cccc(NC(=O)Nc3ccccc3)c2O[C@H]1CN(C)Cc1ccc(-c2ccccc2)cc1 | -0.2 | 30 | 10 | -11 | -5 | 0.1 | nt | -8

Structures shown so far that have a COOH group, in the order listed:
SMILES | XiGFP reactiv | RAD52 inh | RAD54 branch | S100A4 inh HTS | esBAF inh | E-selectin induc | FN deposit inh | EWS-Fli inh
CC(C)Oc1ccc(C2CC(=O)N(c3cccc(/C=C/C(=O)O)c3)C2=O)cc1 (stereo unspecified) | -0.1 | -16 | -2 | 4 | 9 | 0.0 | -8 | 5
CC(C)(SC(=S)N1CCCCCC1)C(=O)O | 0.0 | -22 | nt | 1 | nt | 7.8 | 1 | 11

Other entries follow.
SMILES | XiGFP reactiv | RAD52 inh | RAD54 branch | S100A4 inh HTS | esBAF inh | E-selectin induc | FN deposit inh | EWS-Fli inh
COC(C(=O)Nc1c(F)cccc1F)c1ccccc1 (stereo unspecified) | 0.0 | -13 | -4 | -4 | 4 | nt | 4 | -4
COc1ccc(CN(C)C[C@@H]2OCCCC[C@@H](C)Oc3ccc(NC(=O)Nc4ccc(C(F)(F)F)cc4)cc3C(=O)N([C@@H](C)CO)C[C@H]2C)cc1 | 0.0 | 47 | 21 | 13 | -11 | nt | nt | 71*
COc1ccc2c3c(n(C)c2c1)[C@H](CO)N(C(=O)c1ccc(F)cc1)CC31CN(CC2CC2)C1 | 0.2 | 7 | nt | 1 | nt | 0.0 | nt | 16
Cc1nnc(NC(=O)c2ccc(S(=O)(=O)C(F)F)cc2)s1 | -0.1 | -10 | -6 | 18 | 28 | 12 | -14 | -43
O=S(=O)(c1cc(O)ccc1O)c1cccc2c(S(=O)(=O)c3cc(O)ccc3O)cccc12 | 0.0 | nt | -17 | nt | 13 | -0.1 | 0 | 10
COc1cccc(/C=C/C(=O)OCC(=O)Nc2ccc3[nH]c(=O)[nH]c3c2)c1OC | 0.0 | -7 | 0 | -6 | -2 | 2.4 | 1 | 3
Cc1ccc(S(=O)(=O)CCC(=O)N(CCN2CCOCC2)c2nc3ccccc3s2)cc1 | -0.1 | -3 | -1 | -1 | 12 | 2.7 | -7 | -33
Cc1cc(C(=O)N2CCN(S(=O)(=O)c3ccccc3)CC2)c(C)o1 | -0.1 | -16 | -14 | 0 | -1 | -0.1 | -2 | nt
COc1cccc(CN(C)C(=O)COc2cccc3c2OC(C)(C)C3)c1OC | 0.0 | 9 | -4 | -8 | -4 | -1.3 | 3 | 3
Cc1ccc(Cn2nnc3c(=O)n(Cc4cc(C)ccc4C)cnc32)cc1 | nt | -15 | 0 | 5 | -13 | nt | nt | 15
CCOC(=O)C1(C)CCCCCN1C(=O)c1ccc(N(C)C)cc1 (stereo unspecified) | -0.1 | -6 | -4 | -2 | -10 | -0.7 | nt | -3
Cc1cccc(C(=O)Nc2cccc(Br)c2)c1[N+](=O)[O-] | 0.1 | 2 | nt | 0 | nt | nt | 2 | -30
CC(CCCN1CCCC1)Nc1ccnc2cc(Cl)ccc12 (stereo unspecified) | 0.1 | 51* | 55* | -1 | 9 | 0.3 | nt | 18
O=C(Nc1cccc(F)c1)N1CCCCN2[C@H](CO)[C@@H](c3ccc(C#Cc4ccccc4)cc3)[C@@H]2C1 | -0.1 | -41 | 4 | 17 | nt | -0.8 | nt | 6
CC(=NNS(=O)(=O)c1cccc([N+](=O)[O-])c1)c1ccc(-n2ccnc2)cc1 | -0.1 | -13 | 7 | -4 | -5 | -0.4 | -6 | 3
COc1cccc2cc(C(=O)N(Cc3cccs3)CC3CCCO3)c(=O)oc12 (stereo unspecified) | ? | -9 | nt | 3 | nt | nt | 16 | -41
O=C(O)CSCC(=O)N1CCN(S(=O)(=O)c2cc(Cl)cc(Cl)c2)CC1 | -0.1 | -14 | nt | -4 | nt | nt | -5 | 2
CCNC(=O)[C@H]1[C@H](CO)[C@H]2Cn3c(ccc(-c4ccccc4)c3=O)[C@@H]1N2CCC(F)(F)F | 0.7 | 1 | -13 | 0 | 4 | 0.1 | nt | 4
O=C(c1ccc(F)cc1)N1CC(=O)N2[C@H](CO)[C@H](c3ccc(C#CCC4CCCC4)cc3)[C@H]2C1 | 0.0 | 16 | nt | nt | nt | 0.0 | -3 | -2
COc1ccccc1NC(=O)N[C@H]1C=C[C@@H](CC(=O)N[C@@H](C)c2ccccc2)O[C@H]1CO | -0.1 | -8 | -10 | 3 | 1 | 0.4 | -6 | -8
CCc1cccc(NC(=O)C2CCN(S(=O)(=O)c3c(C)noc3C)CC2)c1 | 0.0 | -27 | nt | -4 | nt | nt | -15 | 4
COc1ccc(OC)c(NC(=O)CCS(=O)(=O)c2cc3c(cc2C)NC(=O)CO3)c1 | 0.0 | -3 | -18 | -2 | 0 | nt | 3 | nt
Cc1ccccc1S(=O)(=O)N1CC(=O)N2[C@H](C1)[C@H](c1ccc(C#CCC(C)C)cc1)[C@@H]2CO | 0.0 | -16 | nt | -1 | nt | 5.6 | nt | 4
CCOC(=O)Cn1nnc(-c2ccc([N+](=O)[O-])cc2)n1 | 0.5 | -4 | nt | 0 | nt | 2.3 | 0 | -5
Cc1cc(Cl)c2oc(C(=O)N(CCO)Cc3ccccc3)c(C)c2c1 | 0.2 | -6 | -11 | 1 | -3 | 0.7 | -8 | -69
